E-sel inducer: E-selectin induction in HUVECs, primary screen, imaging, HUVEC, immunofluorescence imaging, single point | normalized: neutral wells 0, TNF-alpha wells 100 | 260,000 compounds, 0.37% hits | AID 686992, 2013 | activation, % at 7.58 µM;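 active means mean E-selectin-positive cell signal at least 10% of the positive control, reached in at least 60% of replicates, without over 20% cell loss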;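 further: in these data hits start at about 27%; measured in HUVEC primary endothelial cells; signal is the percent of cells scored E-selectin positive by PE staining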
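assay system = HUVEC, human umbilical vein endothelial cells | input = 3,000 HUVEC seeded per well | medium = EGM-2 growth medium on 0.1% gelatin-coated wells | dosing = one compound dose added by pin transfer | signal = immunofluorescence imaging | read-out basis = % PE-positive cells | control set = TNF-alpha, DMSO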
esBAF inh: Bmi1 luciferase reporter increase in mESCs, primary screen, esBAF inhibitor project, mouse ES cells, Bmi1 luciferase knock-in, single point; reporter increase, % at 12.5 µM; 350,000 compounds, 2% hits; 24 h; 100% = twice the neutral-well signal; AID 602393, 2012; in the data active means activation above about 40%;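 further: 0% = median of the plate's neutral control wells and 100% = double that signal; a rise in the Bmi1 reporter signal indicates esBAF inhibition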
XiGFP reactiv: activators of inactive X chromosome reactivation, primary screen, imaging, XiGFP fibroblasts, GFP high-content imaging, set 2 | XiGFP mouse fibroblasts, % GFP-positive cells imaging, 3 d; cells co-treated with 5-aza-dC sensitizer; scaled so ellipticine positive control = 100% | activation, % at 7.58 µM | 360,000 compounds, 0.055% hits | AID 743238, 2013;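 active means mean normalized replicate activation at least 10% and every replicate at or above 10%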;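 further: 0% = median of on-plate neutral control wells and 100% = ellipticine 6 µM median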
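System: XiGFP fibroblasts, SV40-immortalized. Medium: DMEM plus 5-aza-dC sensitizer. Doses: single point. Timing: 3 d treatment, 15 min room-temperature fixation. Control set: ellipticine 6 µM.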
RAD52 inh: RAD52 DNA annealing inhibitors, primary screen, biochemical, FRET, single point, set 2; DNA repair protein RAD52 homolog (Homo sapiens), P43351; recombinant RAD52 DNA annealing, FRET fluorescence; inhibition, % at 18.7 µM; 360,000 compounds, 0.46% hits;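 active means every replicate showing at least 50% inhibition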
RAD54 inh: inhibitors of human RAD54 branch migration, primary screen, biochemical, fluorescence, single point | 360,000 compounds, 0.14% hits | AID 602329, 2012 | inhibition, % at 10.4 µM | RAD54 Holliday junction branch migration, FAM/BHQ fluorescence | DNA repair and recombination protein RAD54-like (Homo sapiens), Q92698;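 active means mean normalized replicate activity at least 40 and at least half of replicates scoring 40 or more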;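 further: 0% = median of neutral control wells and 100% = median of positive control wells; inhibitors cause a drop in the FAM fluorescence signal; in these data hits start at about 50%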
ERp5 block: inhibitors of ERp5-driven insulin aggregation, primary screen, biochemical, turbidity, absorbance 650 nm, single point. Protein disulfide-isomerase A6 (Homo sapiens), Q15084. 90 min. inhibition, % at 9.99 µM. 350,000 compounds, 0.05% hits. AID 651711, 2012;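 active means mean replicate inhibition above about 25%, with every replicate also reaching it, limit read from the data, passing the limit was not always enough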
ERAP1 HTS inh: human ERAP1 aminopeptidase inhibitors, primary screen, biochemical, single point, plate reader; Endoplasmic reticulum aminopeptidase 1 (Homo sapiens), Q9NZ08; recombinant ERAP1, Leu-AMC fluorescence, 60 min; inhibition, % at 10.7 µM; 340,000 compounds, 0.15% hits; AID 652197, 2013;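 active means mean replicate inhibition of at least 30%, or all replicates individually reaching that 30% level; inactive means mean below 30% and not every replicate reaching it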;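 further: 0% = neutral control wells and 100% = L-leucinethiol positive control wells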
Target sequence (Q9NZ08 whole entry, looked up): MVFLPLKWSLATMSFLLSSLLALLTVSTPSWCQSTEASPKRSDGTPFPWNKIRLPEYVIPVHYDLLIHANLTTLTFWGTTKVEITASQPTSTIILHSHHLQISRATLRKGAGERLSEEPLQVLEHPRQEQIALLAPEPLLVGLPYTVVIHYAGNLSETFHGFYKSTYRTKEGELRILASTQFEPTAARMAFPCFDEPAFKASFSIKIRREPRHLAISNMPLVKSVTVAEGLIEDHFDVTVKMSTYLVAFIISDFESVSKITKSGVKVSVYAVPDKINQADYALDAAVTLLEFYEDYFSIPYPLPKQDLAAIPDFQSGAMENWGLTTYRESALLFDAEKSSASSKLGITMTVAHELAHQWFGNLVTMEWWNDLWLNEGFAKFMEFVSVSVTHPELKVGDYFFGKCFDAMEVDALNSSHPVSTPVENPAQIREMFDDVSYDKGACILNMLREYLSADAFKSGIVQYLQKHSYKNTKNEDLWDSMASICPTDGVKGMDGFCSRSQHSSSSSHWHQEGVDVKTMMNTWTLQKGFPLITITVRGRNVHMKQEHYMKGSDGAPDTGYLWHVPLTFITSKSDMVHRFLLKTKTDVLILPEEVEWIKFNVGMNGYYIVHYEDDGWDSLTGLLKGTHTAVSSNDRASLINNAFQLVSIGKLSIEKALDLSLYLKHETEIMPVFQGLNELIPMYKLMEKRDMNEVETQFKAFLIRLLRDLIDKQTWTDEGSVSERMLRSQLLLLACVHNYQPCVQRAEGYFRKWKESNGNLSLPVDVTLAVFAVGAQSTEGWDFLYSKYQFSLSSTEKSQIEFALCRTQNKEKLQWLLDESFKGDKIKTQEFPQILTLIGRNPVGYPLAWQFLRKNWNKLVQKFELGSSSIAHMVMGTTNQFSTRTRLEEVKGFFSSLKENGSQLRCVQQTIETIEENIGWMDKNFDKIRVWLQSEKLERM
S100A4 MyoIIA: inhibitors of S100A4-myosin IIA peptide binding, primary screen, biochemical, fluorescence polarization, TAMRA-MyoIIA peptide; Protein S100-A4 (Homo sapiens), P26447; inhibition, % at 10.7 µM; 360,000 compounds, 0.14% hits; AID 652163, 2013;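 active means mean inhibition of at least 70% across replicates, with every replicate also reaching that level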
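assay system = human S100A4 monomer with TAMRA-labelled myosin IIA peptide | also added = labelled myosin peptide probe, 5 nM | incubation = 5 min between mix addition and reading | control set = DMSO and TFP controls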
Numbers without * were called inactive; . = not tested or not shown.

cpd	canonical_smiles	E-sel inducer	esBAF inh	XiGFP reactiv	RAD52 inh
1	O=C(OCCN1CCOCC1)c1ccccc1Cl	.	2	-0.1	-7
2	CC1CCCN(C(=O)c2ccc(CNc3c(N4CCCCC4)c(=O)c3=O)cc2)C1 (configuration not stated)	-0.1	0	0.1	18
3	CCN(CC)C(=O)C1CCCN(Cc2ccc3ccccc3c2)C1 (configuration not stated)	.	-8	0.1	7
4	C[C@H]1CN([C@@H](C)CO)S(=O)(=O)c2ccc(C3=CCCCC3)cc2O[C@H]1CN(C)Cc1ccccc1F	.	-7	0.4	5
5	COc1cc(Nc2nc3ccccc3n3nnnc23)cc(OC)c1OC	0.5	2	0.0	-24
6	O=C(Cn1c(=S)[nH]c2ncccc2c1=O)NCCc1ccccc1	0.0	.	0.0	-3
7	COc1ccc(NC(=O)C2CCN(S(=O)(=O)c3ccc4[nH]c(=O)oc4c3)CC2)c(OC)c1	.	11	.	2
8	CCOC(=O)Cc1csc(N/C(=N/S(=O)(=O)c2cc(Br)ccc2OCC)c2ccccc2)n1	2.8	.	0.6	-40
9	O=C(Nc1ccc2oc(-c3cccc(F)c3)nc2c1)c1ccccc1F	.	.	.	0
10	CC(C)CC1NC(=O)C(CC(C)C)N(CO)C1=O (configuration not stated)	-0.3	.	-0.1	-7
11	O=C(Nc1nc2c(s1)CCCC2)C1COc2ccccc2O1 (configuration not stated)	3.2	-73	0.2	-5
12	CC(C)NC(=O)CNc1ccc(C(F)(F)F)cc1[N+](=O)[O-]	.	.	-0.2	-490

cpd	RAD54 inh	ERp5 block	ERAP1 HTS inh	S100A4 MyoIIA
1	-8	2	11	3
2	-5	5	.	24
3	5	4	-1	0
4	5	-10	-1	-11
5	-7	1	-3	-6
6	.	0	-3	-1
7	3	4	6	4
8	.	1	-3	0
9	.	-1	-7	3
10	1	2	-2	-6
11	1	3	1	0
12	.	4	1	-5

Copied from above, compounds 1 to 12
cpd	canonical_smiles	E-sel inducer	esBAF inh	XiGFP reactiv	RAD52 inh
1	O=C(OCCN1CCOCC1)c1ccccc1Cl	.	2	-0.1	-7
2	CC1CCCN(C(=O)c2ccc(CNc3c(N4CCCCC4)c(=O)c3=O)cc2)C1 (configuration not stated)	-0.1	0	0.1	18
3	CCN(CC)C(=O)C1CCCN(Cc2ccc3ccccc3c2)C1 (configuration not stated)	.	-8	0.1	7
4	C[C@H]1CN([C@@H](C)CO)S(=O)(=O)c2ccc(C3=CCCCC3)cc2O[C@H]1CN(C)Cc1ccccc1F	.	-7	0.4	5
5	COc1cc(Nc2nc3ccccc3n3nnnc23)cc(OC)c1OC	0.5	2	0.0	-24
6	O=C(Cn1c(=S)[nH]c2ncccc2c1=O)NCCc1ccccc1	0.0	.	0.0	-3
7	COc1ccc(NC(=O)C2CCN(S(=O)(=O)c3ccc4[nH]c(=O)oc4c3)CC2)c(OC)c1	.	11	.	2
8	CCOC(=O)Cc1csc(N/C(=N/S(=O)(=O)c2cc(Br)ccc2OCC)c2ccccc2)n1	2.8	.	0.6	-40
9	O=C(Nc1ccc2oc(-c3cccc(F)c3)nc2c1)c1ccccc1F	.	.	.	0
10	CC(C)CC1NC(=O)C(CC(C)C)N(CO)C1=O (configuration not stated)	-0.3	.	-0.1	-7
11	O=C(Nc1nc2c(s1)CCCC2)C1COc2ccccc2O1 (configuration not stated)	3.2	-73	0.2	-5
12	CC(C)NC(=O)CNc1ccc(C(F)(F)F)cc1[N+](=O)[O-]	.	.	-0.2	-490

cpd	RAD54 inh	ERp5 block	ERAP1 HTS inh	S100A4 MyoIIA
1	-8	2	11	3
2	-5	5	.	24
3	5	4	-1	0
4	5	-10	-1	-11
5	-7	1	-3	-6
6	.	0	-3	-1
7	3	4	6	4
8	.	1	-3	0
9	.	-1	-7	3
10	1	2	-2	-6
11	1	3	1	0
12	.	4	1	-5

Going on with the list:
cpd	canonical_smiles	E-sel inducer	esBAF inh	XiGFP reactiv	RAD52 inh
13	CCOC(=O)Nc1cc(=O)c([N+](=O)[O-])c(N)[nH]1	-0.2	.	0.1	5
14	CCc1ccccc1NC(=O)c1cc(S(=O)(=O)N2CCCC2)c[nH]1	-0.3	0	-0.1	-7
15	Cc1sc2nc(SCC(N)=O)n(-c3ccccc3)c(=O)c2c1C	-0.1	5	0.2	-7
16	Cc1c(Cl)c([N+](=O)[O-])nn1CC(=O)NCC(C)C	0.2	2	0.0	-13
17	COc1ccc(-n2cnnc2SCC(=O)Nc2cccc(S(N)(=O)=O)c2)cc1	0.0	3	0.1	-5
18	COC(=O)c1ccccc1NC(=O)Nc1ccc(Cl)cn1	.	.	-0.1	-3
19	CC1Cc2ccccc2N1Cc1cccc(S(=O)(=O)N(C)C)c1 (configuration not stated)	0.0	-5	0.2	-11

cpd	RAD54 inh	ERp5 block	ERAP1 HTS inh	S100A4 MyoIIA
13	.	-5	5	21
14	-5	4	.	-3
15	0	2	-2	-4
16	.	6	-1	-6
17	-1	4	-7	-12
18	.	6	-1	-3
19	4	1	-2	-6
